DT40 TDP1 no CPT = qHTS for Inhibitors of human tyrosyl-DNA phosphodiesterase 1 (TDP1): qHTS in cells in absence of CPT; DT40 Tdp1-/- hTDP1 cells, no CPT, ATP luminescence, 48 h; 420,000 compounds, 15% hits; Potency, µM (titrated, usually from 46.2 µM), without a hit: top-dose activity change, negative = growth inhibition, actives largely listed as inhibitors; AID 686978, 2013; further: nearly all actives have a fitted effect of over 55% in size
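Luminescent ATP content (CellTiter-Glo) served as the growth readout. Knockout chicken DT40 cells expressing human TDP1 were exposed to compounds without camptothecin for a minimum 48 hr at 37 °C.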
TDP1 cell CPT = DT40-hTDP1 cell growth loss with CPT; chicken DT40 Tdp1-/-;hTDP1 cells + 20 nM CPT, ATP luminescence, 48 h; Potency, µM (top dose mostly 46.2 µM), without a hit: at the highest dose activity change, negative = growth inhibition, most hits filed as inhibitors; 420,000 compounds, 12% hits; further: nearly all actives have a fitted effect of over 55% in size
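Chicken DT40 Tdp1-/- cells complemented with human TDP1, 400 cells/well, exposed to compounds plus 20 nM camptothecin for at least 48 h at 37 C; viability read as ATP content by CellTiter-Glo luminescence.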
TDP1 block = blocks human tyrosyl-DNA phosphodiesterase 1; AID 485290; Potency, µM (titrated, usually from 130 µM), for inactives: at the top dose activity change, negative = inhibition, hits mostly inhibitors; recombinant TDP1, AlphaScreen DNA substrate cleavage; 350,000 compounds, 0.28% hits; Q9NUW8; further: nearly all actives have a fitted effect of over 40% in size
Target sequence (Q9NUW8 whole entry, looked up): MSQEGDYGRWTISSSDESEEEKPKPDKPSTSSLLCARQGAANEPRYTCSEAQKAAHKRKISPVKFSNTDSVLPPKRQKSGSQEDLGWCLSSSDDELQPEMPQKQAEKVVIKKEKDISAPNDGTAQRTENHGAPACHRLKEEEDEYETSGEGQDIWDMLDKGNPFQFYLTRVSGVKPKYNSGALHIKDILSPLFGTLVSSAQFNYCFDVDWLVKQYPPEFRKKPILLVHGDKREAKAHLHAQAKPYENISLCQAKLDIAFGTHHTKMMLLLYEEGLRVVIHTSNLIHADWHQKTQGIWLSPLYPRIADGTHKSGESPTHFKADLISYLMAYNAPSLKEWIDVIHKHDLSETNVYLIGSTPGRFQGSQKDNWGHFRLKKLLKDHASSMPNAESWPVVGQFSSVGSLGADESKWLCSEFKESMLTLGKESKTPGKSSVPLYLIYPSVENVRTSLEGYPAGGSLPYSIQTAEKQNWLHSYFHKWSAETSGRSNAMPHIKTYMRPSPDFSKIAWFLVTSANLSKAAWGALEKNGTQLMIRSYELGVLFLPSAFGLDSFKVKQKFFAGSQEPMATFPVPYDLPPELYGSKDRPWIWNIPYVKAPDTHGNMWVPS
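Tdp1 1 nM final; 15 min RT w/ cpd; substrate 15 nM, 5 min; beads 10 ug/ml, 10 min; AlphaScreen read. Neg ctrl: no enzyme.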
* = called active by the depositor; u = inconclusive; x = no result given; & = joins results of further samples; [ ] = dose if it differs, or a comment. The call rests on the fitted dose curve; in most records, active means well fitted curve in the direction sought with a large enough effect; inconclusive means small, poorly fitted or top-dose-only effect, or another doubt; inactive means no such curve, though single readings can be large; an effect the other way counts as inactive or inconclusive. On the % scale 0 is the no-effect control and ±100 the full control effect; potency means the concentration at half of the fitted maximal effect.

structure	DT40 TDP1 no CPT	TDP1 cell CPT	TDP1 block
CS(=O)c1ccccc1COC(=O)Nc1ccc(Cl)cc1 (centres undefined)	-24%	u	0%
Cc1ccc(S(=O)(=O)NCCCN2CCOCC2)cc1C	-11%	-9%	-2%[56.1 µM]
O=c1c2ccccc2nc(SCc2nnc(-c3ccccc3Br)o2)n1-c1ccccc1	u	u	-2%[56.1 µM]
CC1(C(=O)NS(=O)(=O)c2ccc(Cl)cc2)CCN1C(=O)Cc1ccc(-c2ccccc2)cc1 (centres undefined)	3%	6%	x
O=C1CN(S(=O)(=O)c2ccc([N+](=O)[O-])cc2)CC(=O)N1	-12%	-19%	x
CN(Cc1cccc(F)c1)C(=O)CN1CCN(S(=O)(=O)c2ccc3c(c2)OCCCO3)CC1	0%	-21%	1%
Cc1ccc(CN2CCC[C@]3(N[C@H](c4ccccc4)[C@@H]4C(=O)N(Cc5ccccc5)C(=O)[C@@H]43)C2=O)cc1	16µM*	26µM*	x
O=C(Nc1ccc2nc(SCC(=O)N3CCOCC3)sc2c1)c1ccccc1Cl	18µM*	u	2%
O=C(Nc1ccc2c(c1)OCCO2)C(CCc1ccccc1)N1CCN(C/C=C/c2ccccc2)CC1 (centres undefined)	u	u	x
O=C(Nc1ccc2c(c1)OCCO2)C1CCN(c2cnccn2)CC1	u	-8%	1%
Cc1ccc2cccc(S(=O)(=O)NC3CCS(=O)(=O)C3)c2n1 (centres undefined)	-7%	-17%	0%
Cc1ccc(N=Nc2c(O)[nH]c(=O)[nH]c2=O)cc1S(=O)(=O)Nc1ccc(Br)cc1	-1%	-13%	0%
C/C=C/c1ccc(OCC(=O)OCC2=C(C(=O)OCC)C(C)NC(=O)N2)c(OC)c1 (centres undefined)	-18%	-20%	2%
CCOC(=O)c1ccc(N2CCN(c3cccc(Cl)c3)CC2)c(NC(=O)Nc2ccc(OC)cc2OC)c1	-10%	-16%	5%
Cc1ccc(-c2nnn3c2nc(NCCc2ccc(Cl)cc2)c2ccccc23)cc1	-16%	4%	9%
CN1C2CCC1CC(OC(=O)c1c[nH]c3ccccc13)C2 (centres undefined)	-27%&-8%	-6%&-22%	4%[56.1 µM]
CSc1ccccc1-n1nnnc1SCC(=O)Nc1cc(C)ccc1C	u	-18%	7%
COC(=O)CCS(=O)(=O)c1ccc(Cl)cc1	-18%	9%	2%
Cc1ccc(NS(=O)(=O)c2ccc(NC(=O)C3CC3)cc2)cc1C	u	18µM*	5%
Cc1cccc(Nc2nc(-c3ccc4c(c3)OCCO4)cs2)c1	-17%	-18%	1%
COc1ccc(-c2cn[nH]c2-c2ccc(OC)cc2O)cc1	u	u	x
NC[C@@H]1O[C@H](c2ccccc2)Cc2c1ccc(O)c2O	9.4µM*	6.7µM*	12%[56.1 µM]
Cc1cc(C)c(NC(=O)c2c[nH]c(=S)n2-c2ccc(F)cc2)c(C)c1	-15%	-29%	-5%
Cc1ccc(NC(=O)C2CCN(S(=O)(=O)c3ccc(F)cc3)CC2)cc1	u	-28%	2%
O=C(OCc1cn([C@H]2CN(C(=O)c3cccs3)[C@@H](c3ccccc3)C[C@@H]2O)nn1)c1ccccc1	15µM*	u	x
Cn1ccnc1C(OC(=O)c1ccccc1)C(F)(F)F (centres undefined)	u	u	x
O=CNCCCc1nc2ccccc2n1Cc1ccccc1	9%	-6%	-2%
C=CCNC(=S)N1CCC(C(=O)c2ccc(Cl)cc2)CC1	u	16µM*	5%
CCOc1ccc(N(CC(=O)N2CCN(c3ccccc3F)CC2)S(=O)(=O)c2c(C)noc2C)cc1	5%	-2%	5%
CC(C)CCn1nc(C(=O)OCC(=O)NC(C)c2ccccc2)c2ccccc2c1=O (centres undefined)	-19%	-4%	x
CCN(CC)C(=O)C1=C(C)N(Cc2ccc(C(C)(C)C)cc2)C(=O)C(CC(=O)NCCc2ccccn2)C1 (centres undefined)	u	u	x
CCc1nc2ccc(C(=O)Nc3ccc(OC)c(OC)c3)cn2c1N(CCC(C)C)CCN(C)C	u	u	x
CSc1ccccc1OC1CCN(Cc2ccccc2)CC1	u	-10%	3%
Cc1cccc(-n2ncc(C(=O)N3CCN(C4CCCCC4)CC3)c2C2CCN(C(=O)OC(C)(C)C)CC2)c1	21µM*	16µM*	6%
CCCCOc1ccc(S(=O)(=O)NC(=O)C2(C)CCN2C(=O)CCc2ccccc2)cc1 (centres undefined)	-13%	-18%	x
CCc1ccc(N2C=C(C(=O)OC)C(c3ccccc3F)C(C#N)=C2N)cc1 (centres undefined)	23µM*	u	x
COc1ccccc1-n1c(-c2ccccc2)n[nH]c1=S	2%	22%	5%
C[C@H]1CN([C@@H](C)CO)C(=O)CCCn2nncc2CO[C@@H]1CN(C)S(=O)(=O)c1ccc(Oc2ccccc2)nc1	-22%	-15%	x
C#CCNC(=O)C1=C[C@H](c2ccc(C(F)(F)F)cc2)C[C@H](OCc2ccc(CO)cc2)O1	u	u	4%
O=C(Oc1ccc(-c2ccccc2)cc1)N1CCCCC1	u	u	-4%
CC(C)C[C@H]1CN=C(N(C)C)N1CC1CCCC1	u	u	-3%
O=C(Cc1ccc(Cl)cc1)Nc1ccccn1	3%	16%	x
CCOC(=O)C1=C(C(C)=O)C(c2cccnc2)C(C#N)=C(N)O1 (centres undefined)	1%	-4%	2%
Cc1ccc(C(=O)CNc2cccc(Cl)c2)cc1	u	u	-3%
COc1cccc2c1Oc1ncccc1N(C(=O)CCC(=O)NCc1ccc(OC(C)C)cc1)C2	u	u	4%
COc1ccc(C(c2nnnn2Cc2cccs2)N2CCN(c3ccccc3)CC2)cc1OC (centres undefined)	u	3%	-7%
CC(=O)NC(Cc1c[nH]c2ccccc12)C(=O)OCC(=O)N1CCCCCC1 (centres undefined)	-19%	12%	-3%
COc1cc(OC)c(NC(=O)CC2SC(N)=NC2=O)cc1Cl (centres undefined)	-19%	-16%	x
CCC(C(=O)NC1CCCCCC1)c1ccccc1 (centres undefined)	2%	-6%	x
O=C(CN1CCOCC1)N/N=C/c1cccc2ccccc12	-17%	0%	x
CCc1nn(CC(=O)N2CCN(c3cccc(Cl)c3)CC2)c(=O)c2cc3sccc3n12	-6%	-4%	-3%
CCOc1cc(C#N)c(NC(=O)c2ccnn2C)cc1OCC	-13%	-8%	-5%
O=C(CSc1nnc(NC(=O)c2cccc(F)c2)s1)NC1CC1	-9%	-23%	1%
CCOC(=O)C1CCN(Cc2cn(C)nc2-c2ccc(Oc3ccccc3)cc2)CC1	u	-15%	5%
CCOC(=O)C1=C2N(C)c3ccccc3N2CCC1=O	7%	2%	-3%
CCOC(=O)C1=c2s/c(=C\c3cccnc3)c(=O)n2C(N)=C(C(=O)OC)C1c1cccnc1 (centres undefined)	15µM*	23µM*	7%
COc1ccc(N2C(=O)CCC(C(=O)O)C2c2ccc(OC)c(OC)c2)cc1 (centres undefined)	-16%	-7%	-1%
Cc1cc(N2CCN(c3ccccc3Cl)CC2)n2cc(-c3ccccc3)nc2n1	u	u	3%
CC(NC(=O)Cn1cnc2c1c(=O)n(C)c(=O)n2C)c1ccccc1 (centres undefined)	-4%	-10%	2%
COc1ccc(NC(=O)NCCN2CCc3ccccc3C2)cc1	-8%	-14%	7%

Next part.
structure	DT40 TDP1 no CPT	TDP1 cell CPT	TDP1 block
COC(=O)Nc1ccc(S(=O)(=O)N2CCCCCC2)cc1	-29%	-18%	-5%
COc1cccc(-n2c(SCC(=O)Nc3nnc(C)s3)nc3c([nH]c4ccccc43)c2=O)c1	u	u	3%
COc1ccc(NC(=O)COC(=O)/C=C/C(=O)OCC(=O)Nc2ccc(OC)c(Cl)c2)cc1Cl	u	u	2%
CC(C)COC(=O)Nc1ccccc1C(=O)N1CCOCC1	-3%	11%	5%
CCOc1ccc(Cl)cc1S(=O)(=O)N1CCCC1	-19%	-29%	-2%
Cc1ccc2ccccc2c1NC(=O)c1ccco1	2%	u	x
O=C(Nc1ccc2c(c1)OCO2)c1cncc(Br)c1	-7%	-23%	2%
COc1ccccc1C1CC(c2ccc(C)cc2)Nc2ncnn21 (centres undefined)	18µM*	u	8%
CC(C)[C@H](NC(=O)OCc1ccccc1)C(=O)OCC(=O)N1C(C)CCCC1C (some centres undefined)	-30%	-3%	x
COc1ccc(-c2ccc(C(=O)Nc3cccc(C(F)(F)F)c3)c3occc23)c(C)c1	21µM*	23µM*	x
CCOc1ccccc1N1CC(C(=O)N2CCc3ccccc3C2)CC1=O (centres undefined)	15µM*	16µM*	0%
N#CCCN(C(=O)CO/N=C/c1cccc([N+](=O)[O-])c1)c1ccccc1	-1%	-16%	3%
CCOC(=O)CSc1ccc2nnc(CCNS(=O)(=O)c3ccccc3)n2n1	4%&10%	-1%&-4%	3%&0%
Cc1c(CN2CCC(CO)(CCOc3ccccc3)CC2)c(=O)n(-c2ccccc2)n1C	0%	-5%	6%
Cc1ccc(NC(=S)N2CCCC2)cc1	-15%	2%	6%
C=CCC12C=C(OC)C(=O)OC(OC)(C1O)[C@H](c1ccc3c(c1)OCO3)[C@H]2C (some centres undefined)	-23%	0%	x
O=c1c2sc3ccccc3c2n(Cc2cccc(F)c2)c(=O)n1Cc1ccccc1	16µM*	u	-4%
CN(CCO)c1nc(N)c(C#N)c(CC#N)c1C#N	6%	-5%	1%
O=C(CCc1ccccc1)N/N=C/c1cc(Br)ccc1O	4.1µM*	2.6µM*	-8%
CCN(CC)CCNC(=O)c1ccc2c(c1)sc1nc(-c3ccc(F)cc3)cn12	3.3µM*	5.8µM*	5%

A different layout for four compounds above:
> COc1cccc(-n2c(SCC(=O)Nc3nnc(C)s3)nc3c([nH]c4ccccc43)c2=O)c1
  DT40 TDP1 no CPT: u; TDP1 cell CPT: u; TDP1 block: 3%
> COc1ccc(NC(=O)COC(=O)/C=C/C(=O)OCC(=O)Nc2ccc(OC)c(Cl)c2)cc1Cl
  DT40 TDP1 no CPT: u; TDP1 cell CPT: u; TDP1 block: 2%
> CC(C)COC(=O)Nc1ccccc1C(=O)N1CCOCC1
  DT40 TDP1 no CPT: -3%; TDP1 cell CPT: 11%; TDP1 block: 5%
> CCOc1ccc(Cl)cc1S(=O)(=O)N1CCCC1
  DT40 TDP1 no CPT: -19%; TDP1 cell CPT: -29%; TDP1 block: -2%

Ordered by number of heavy atoms (high to low): part of the list above
structure	DT40 TDP1 no CPT	TDP1 cell CPT	TDP1 block
COc1cccc2c1Oc1ncccc1N(C(=O)CCC(=O)NCc1ccc(OC(C)C)cc1)C2	u	u	4%
C=CCC12C=C(OC)C(=O)OC(OC)(C1O)[C@H](c1ccc3c(c1)OCO3)[C@H]2C (some centres undefined)	-23%	0%	x
Cc1cc(C)c(NC(=O)c2c[nH]c(=S)n2-c2ccc(F)cc2)c(C)c1	-15%	-29%	-5%
Cc1ccc(S(=O)(=O)NCCCN2CCOCC2)cc1C	-11%	-9%	-2%[56.1 µM]

Additional records.
structure	DT40 TDP1 no CPT	TDP1 cell CPT	TDP1 block
CCCCN1CN=C(Nc2nc3ccccc3o2)NC1	1%	1%	4%
O=C1c2ccccc2-c2nc3ccccc3n21	u	-15%&1%	1%
N/C(=N\N=C\c1ccc(O)c(O)c1)c1nonc1N	u	-33%	6%
COCc1c(C(=O)NCC(c2ccco2)N2CCCC2)oc2ccccc12 (centres undefined)	u	-25%	x
COc1ccccc1CNC(=O)c1cnc(N(C)C)nc1	u	u	-6%
O=C(CCn1cccc1)NC1CCCc2ccccc21 (centres undefined)	-9%	-21%	6%
O=C(NCc1ccncc1)Nc1cccc([N+](=O)[O-])c1	u	-9%	-2%
Cc1ccccc1NCN1C(=O)C2CCC(C)(C1=O)C2(C)C (centres undefined)	-12%	u	5%
O=C(NCc1ccc(F)cc1)c1[nH]c(C(F)(F)F)nc1-c1ccccc1	u	-26%	x
Cc1nnc(NC(=O)CSc2nc3[nH]ncc3c(=O)[nH]2)s1	15µM*	u	6%

Screening data deposited in PubChem by National Center for Advancing Translational Sciences (NCATS).
